Neddyl block – blocks human cullin neddylation | TR-FRET cullin neddylation, biochemical | hit rate 0.58% among 360,000 | calls only at 25 µM | P61081+Q13564; in the data active = inhibition above about 36%
MT1-MMP act inh – MT1-MMP (human) activation inhibition; P50281; HT1080 RFP-PRO-GFP cells, GFP/RFP ratio fluorescence, overnight; percent of plate control window, DMSO zero; GFP/RFP ratio change, % at 20 µM; hit rate 0.061% among 360,000; AID 651647;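 active = GFP/RFP ratio change of at least 30% with cell ATP level not reduced by more than half and red fluorescence within 50% of control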; also: strong numbers were not always called active
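Material: RFP-PRO-GFP reporter HT1080 cells. Dosing: single-point 20 µM compound, 1% DMSO. Controls: DMSO and RFP-L50D-GFP cell wells. Timing: cells overnight before dosing, compound overnight, 37 °C, 5% CO2. Measure: GFP/RFP fluorescence ratio.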
NadD block – inhibitors of Staphylococcus aureus NadD; purified NadD enzyme, colorimetric absorbance read-out; inhibition, % at 20 µM; AID 602399; hit rate 0.78% among 360,000; in the data active = inhibition above about 26%; also: some compounds past the cut are filed as inactive
SKN-1 inh – C. elegans SKN-1 inhibition. C. elegans VP596 Pgst-4::GFP/RFP ratio, acrylamide-induced, 24 h. hit rate 0.49% among 360,000. inhibition, % at 21.8 µM;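 active = interference check ratio from 0.5 to 1.5 plus GFP to RFP signal ratio inhibition reaching or exceeding a fixed threshold, cut at about 30% in these data, passing the limit was not always enough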; also: some compounds called inactive have numbers as strong as hits
PABP1 MLLE inh – blocks PAM2 peptide binding to the PABP1 MLLE domain. P11940. GST-MLLE / FITC-PAM2 fluorescence polarization. inhibition, % at 20 µM. hit rate 0.36% among 360,000; in the data active = inhibition above about 35%, passing the limit was not always enough;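 also: plate controls were DMSO wells with GST-MLLE for no effect and wells lacking GST-MLLE protein for full effect; some results filed as inactive read as strong as hits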
CSN deneddyl inh – CSN deneddylation inhibition | Q92905 | Purified CSN, SCF-Nedd8-OG deneddylation, fluorescence polarization | inhibition, % at 12.5 µM | hit rate 0.38% among 360,000 | AID 651999;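 active = pattern-corrected inhibition above about 35%, with an unprinted fluorescence ratio check between 0.5 and 1.5, limit read from the data, passing the limit was not always enough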;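 also: 0% = enzyme with substrate and 100% = substrate without enzyme; some results filed as inactive read as strong as hits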
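Material: human Csn5 produced in HEK293T cells; Input: enzyme 0.24 nM; Reagent: SCFSkp2-Nedd8OG substrate at 10 nM final; Dosing: 12.5 µM compound; Incubation: 90 min reaction at room temperature; Detection: fluorescence polarization of the substrate; Evaluation: % inhibition of substrate cleavage by Csn5; Control set: substrate-only high control, full reaction low control.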
Rin1 Abl inh – inhibitors of human Rin1-Abl protein interaction. P00519+Q13671. TR-FRET Rin1/Abl binding, biochemical. inhibition, % at 7.35 µM. hit rate 0.4% among 360,000; in the data active = inhibition above about 5%, passing the limit was not always enough
Target sequence (P00519 whole entry, looked up): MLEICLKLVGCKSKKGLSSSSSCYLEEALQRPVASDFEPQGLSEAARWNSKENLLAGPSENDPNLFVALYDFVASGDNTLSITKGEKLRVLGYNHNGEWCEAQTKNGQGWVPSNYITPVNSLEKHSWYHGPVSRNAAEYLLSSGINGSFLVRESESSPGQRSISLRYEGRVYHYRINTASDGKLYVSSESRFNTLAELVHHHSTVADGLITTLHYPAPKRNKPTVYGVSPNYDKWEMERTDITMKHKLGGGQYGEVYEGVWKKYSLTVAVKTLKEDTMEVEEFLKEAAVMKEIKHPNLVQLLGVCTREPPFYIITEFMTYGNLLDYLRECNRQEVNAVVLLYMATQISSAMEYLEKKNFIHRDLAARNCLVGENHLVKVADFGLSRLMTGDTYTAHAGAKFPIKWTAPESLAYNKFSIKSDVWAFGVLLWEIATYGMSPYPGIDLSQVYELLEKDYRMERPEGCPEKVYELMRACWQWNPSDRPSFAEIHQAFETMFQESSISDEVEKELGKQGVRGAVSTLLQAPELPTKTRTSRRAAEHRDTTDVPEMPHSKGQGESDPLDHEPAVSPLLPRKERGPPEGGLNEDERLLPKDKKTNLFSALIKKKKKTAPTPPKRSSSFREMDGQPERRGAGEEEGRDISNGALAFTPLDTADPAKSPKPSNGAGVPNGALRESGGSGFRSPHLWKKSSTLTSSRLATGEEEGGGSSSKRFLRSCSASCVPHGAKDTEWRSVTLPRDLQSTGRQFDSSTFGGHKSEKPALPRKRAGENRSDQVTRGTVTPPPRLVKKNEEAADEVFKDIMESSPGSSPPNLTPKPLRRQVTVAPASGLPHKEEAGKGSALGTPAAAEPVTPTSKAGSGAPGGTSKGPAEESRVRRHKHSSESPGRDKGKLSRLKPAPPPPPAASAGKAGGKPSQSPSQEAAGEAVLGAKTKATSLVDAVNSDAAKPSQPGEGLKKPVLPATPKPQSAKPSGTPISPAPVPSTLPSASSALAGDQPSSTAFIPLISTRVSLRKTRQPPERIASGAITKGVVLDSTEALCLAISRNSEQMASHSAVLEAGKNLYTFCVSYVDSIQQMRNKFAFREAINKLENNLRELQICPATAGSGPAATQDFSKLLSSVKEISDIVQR
Target sequence (Q13671 whole entry, looked up): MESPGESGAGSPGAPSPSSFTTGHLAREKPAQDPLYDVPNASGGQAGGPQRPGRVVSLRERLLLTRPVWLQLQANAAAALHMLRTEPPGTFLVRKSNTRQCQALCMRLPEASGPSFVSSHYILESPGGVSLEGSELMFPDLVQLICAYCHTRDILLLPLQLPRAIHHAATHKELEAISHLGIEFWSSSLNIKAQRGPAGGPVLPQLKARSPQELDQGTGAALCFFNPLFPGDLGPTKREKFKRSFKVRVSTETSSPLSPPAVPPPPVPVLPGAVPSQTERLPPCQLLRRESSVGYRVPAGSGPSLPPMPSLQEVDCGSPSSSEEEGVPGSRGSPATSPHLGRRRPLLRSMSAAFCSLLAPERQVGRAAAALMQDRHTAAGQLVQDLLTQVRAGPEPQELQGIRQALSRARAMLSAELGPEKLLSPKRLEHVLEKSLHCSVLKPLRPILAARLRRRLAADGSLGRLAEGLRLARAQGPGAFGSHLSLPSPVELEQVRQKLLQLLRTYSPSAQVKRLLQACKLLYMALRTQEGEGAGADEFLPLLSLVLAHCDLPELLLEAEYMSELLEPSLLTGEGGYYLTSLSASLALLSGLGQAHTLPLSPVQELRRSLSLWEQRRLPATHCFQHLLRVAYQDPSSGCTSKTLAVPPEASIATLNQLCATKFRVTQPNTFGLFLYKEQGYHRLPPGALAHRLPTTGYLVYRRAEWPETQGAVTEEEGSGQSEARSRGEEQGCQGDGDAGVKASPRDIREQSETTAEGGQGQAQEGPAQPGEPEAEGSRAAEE
Rpn11 block – blocks the human proteasome subunit Rpn11; hit rate 0.59% among 360,000; human 26S proteasome, Ub4-pepOG fluorescence polarization; 20S core pre-blocked with epoxomicin; AID 588493; O00487; calls only at 20 µM;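 active = inhibition at 20 µM, scaled to each plate's controls, above about 33%, limit read from the data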
FAS TE block – blocks the thioesterase domain of human fatty acid synthase; P49327; recombinant FAS-TE, OMFH fluorogenic substrate, fluorescence endpoint; inhibition, % at 15 µM; hit rate 0.67% among 360,000; AID 602261;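 active = compounds whose normalised, plate-corrected inhibition of enzyme fluorescence in the single-dose primary screen is 50% or more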;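 also: 0% = DMSO with enzyme and 100% = substrate without enzyme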
The depositor's hits bear a star; i = inactive; x = no result given.

cpd	Structure	SKN-1 inh	Rin1 Abl inh	Neddyl block	FAS TE block	Rpn11 block	NadD block	MT1-MMP act inh	PABP1 MLLE inh	CSN deneddyl inh
1	COCCNC(=O)CSc1nc2nc(C)cc(C)n2n1	13	0	i	-4	i	-6	5	-4	1
2	CC(=O)c1cc(-c2ccccc2)[nH]c1N1CCCC1	31	-3	i	-2	i	13	-2	32	-3
3	O=C(COc1ccc(S(=O)(=O)N2CCCC2)cc1)N1CCCCC1	10	-3	i	0	i	5	2	-1	6
4	COc1ccccc1C(=O)N=Nc1c(O)[nH]c2ccc([N+](=O)[O-])cc12	3	2	i	4	i	32*	-1	-2	0
5	O=C(c1cccc(F)c1)N1CCN(CC2CC3C=CC2C3)CC1 (stereo unspecified)	10	-1	i	-8	i	6	1	-6	-5
6	CCCC(=O)NC(=S)Nc1ccc(Cl)cn1	9	0	i	-7	i	-4	0	28	2
7	O=c1c2ccccc2c(C=NCCCN2CCOCC2)c(O)n1Cc1ccccc1	9	-1	i	4	i	2	-2	8	-1
8	Cc1ccc(C(=O)N2CCN(c3ccc(Cl)cc3)CC2)cc1	-12	-2	i	1	i	-3	0	7	6
9	Cc1ccc(NC(=O)N2CCCCCC2)cc1	20	1	i	-6	i	1	2	-8	6
10	COC(=O)c1ccc(NC(=S)NCCC2=CCCCC2)cc1	0	3	i	34	i	-10	17	11	2
11	COC(=O)C(C(=O)NCC1CCCO1)C1CCCC1 (stereo unspecified)	-13	0	i	-11	i	0	-6	-10	4
12	COc1ccc(C(=O)Nc2cc(OC)c(NC(=O)Nc3ccccc3)cc2OC)cc1	-19	-6	i	19	i	8	9	-1	0
13	CN(CCC#N)C(=S)Nc1ccc(Oc2ccccc2)cc1	8	1	i	-1	i	-4	1	-129	6
14	O=C(C1=C(O)C(=O)N(Cc2ccccc2)C1c1cccnc1)c1ccco1 (stereo unspecified)	2	2	i	-1	i	-2	2	15	2
15	COc1ccc(S(=O)(=O)NCCc2c[nH]c3ccc(Cl)cc23)cc1	17	0	i	18	i	-7	1	-5	-2
16	COc1ccc(CCN2C(=O)C3C4CC(C5C(C(=O)O)=NOC45)C3C2=O)cc1OC (stereo unspecified)	-3	3	i	-5	i	-6	0	-5	-3
17	CC(=O)NCC(=O)OCC(=O)c1ccc(Cl)cc1	14	1	i	-7	i	-5	2	11	8
18	CC(=O)c1ccc(OCc2cc(C(=O)N(C)C(C)c3nccs3)no2)cc1 (stereo unspecified)	12	0	i	-6	i	0	3	-8	0
19	O=C(c1cccc(C(F)(F)F)c1)N1CCN(c2cc(=O)[nH]nc2-c2ccccc2)CC1	10	4	i	0	i	0	7	4	-3
20	Cn1nc(C(=O)NCc2ccccc2Cl)c2c1-c1ccccc1S(=O)(=O)C2	-2	0	i	16	i	-4	3	-13	-2
21	COc1ccc(C2C=C(C)Nc3nc4ccccc4n32)cc1 (stereo unspecified)	6	0	x	-6	i	1	-4	12	-7
22	CCOCCCNC(=O)C1(O)c2ccccc2NC(=O)N1c1ccc(Cl)c(Cl)c1 (stereo unspecified)	-20	1	i	-2	i	-3	0	8	-1
23	COc1ccccc1NC(=O)Oc1ccc(C(C)=O)cc1	16	-2	i	-2	i	0	2	-9	-1
24	COc1ccc(NS(=O)(=O)c2ccc3c(c2)CCCN3C(C)=O)cc1	-13	-1	i	-5	i	-5	3	2	-5
25	COc1ccc(-c2cc(C(=O)N(C)Cc3ccc(F)cc3)c3ccccc3n2)cc1OC	-8	5	x	15	i	4	-4	10	3
26	c1ccc(CCNc2ccc3ncc(-c4cccc5ccccc45)n3n2)nc1	28	0	x	6	i	-2	-8	-4	-2
27	COc1cccc(COC(=O)c2cc(S(=O)(=O)N3CCCCC3)ccc2N2CCOCC2)c1OC	5	1	i	0	i	-6	-1	11	5
28	Cc1csc(=O)n1CC(=O)OCC(=O)Nc1ccc(F)c(F)c1F	-3	-2	i	-6	i	-4	3	13	-2
29	C[C@@H](C(=O)Nc1ccc2ccccc2c1)[C@@H]1C[C@@]1(C)[C@@H](NC(=O)OCc1ccccc1)c1ccccc1	2	1	i	20	i	8	1	12	-2
30	COC(=O)c1ccc(-c2noc(CN(C)CC3CCCCO3)n2)cc1 (stereo unspecified)	-12	-1	i	-3	i	-4	2	11	-2

Some of the entries so far, with each value named.
24: COc1ccc(NS(=O)(=O)c2ccc3c(c2)CCCN3C(C)=O)cc1
  SKN-1 inh = -13; Rin1 Abl inh = -1; Neddyl block = i; FAS TE block = -5; Rpn11 block = i; NadD block = -5; MT1-MMP act inh = 3; PABP1 MLLE inh = 2; CSN deneddyl inh = -5

25: COc1ccc(-c2cc(C(=O)N(C)Cc3ccc(F)cc3)c3ccccc3n2)cc1OC
  SKN-1 inh = -8; Rin1 Abl inh = 5; Neddyl block = x; FAS TE block = 15; Rpn11 block = i; NadD block = 4; MT1-MMP act inh = -4; PABP1 MLLE inh = 10; CSN deneddyl inh = 3

26: c1ccc(CCNc2ccc3ncc(-c4cccc5ccccc45)n3n2)nc1
  SKN-1 inh = 28; Rin1 Abl inh = 0; Neddyl block = x; FAS TE block = 6; Rpn11 block = i; NadD block = -2; MT1-MMP act inh = -8; PABP1 MLLE inh = -4; CSN deneddyl inh = -2

27: COc1cccc(COC(=O)c2cc(S(=O)(=O)N3CCCCC3)ccc2N2CCOCC2)c1OC
  SKN-1 inh = 5; Rin1 Abl inh = 1; Neddyl block = i; FAS TE block = 0; Rpn11 block = i; NadD block = -6; MT1-MMP act inh = -1; PABP1 MLLE inh = 11; CSN deneddyl inh = 5

Following part:
cpd	Structure	SKN-1 inh	Rin1 Abl inh	Neddyl block	FAS TE block	Rpn11 block	NadD block	MT1-MMP act inh	PABP1 MLLE inh	CSN deneddyl inh
31	CCOC(=O)c1c(S(=O)(=O)N2CCCC(C)C2)c(C)n(C)c1C (stereo unspecified)	2	-3	i	-2	i	0	5	-6	0
32	CN(C)/C=N/c1nc(Sc2ccc(C(F)(F)F)cc2[N+](=O)[O-])n[nH]1	12	-3	i	2	i	-4	4	2	-3
33	CC(=O)c1c(N2CCN(C)CC2)nc(=S)n(-c2cc(C)ccc2C)c1C	-1	0	i	-9	i	5	-3	16	6
34	CC(NC(=O)CN1C(=O)NC(c2ccccc2)(c2ccccc2)C1=O)c1cccs1 (stereo unspecified)	-1	0	i	7	i	-4	2	-5	1
35	Cc1noc(NC(=O)c2ccccc2C(F)(F)F)c1C#N	1	1	i	-8	i	-6	-1	1	0
36	O=C(O)CC(=O)Nc1cc(Cl)ccc1O	6	5	i	-14	i	-1	2	-7	1
37	CCOC(=O)COc1ccc(S(=O)(=O)Nc2ccc(C)cc2)cc1	-9	2	i	2	i	-7	3	-16	4
38	CCOc1ccccc1NC(=O)Cn1cnc2c(cnn2-c2ccc(C)c(C)c2)c1=O	-16	7	i	14	i	-5	0	-2	-9
39	Cc1ccc(S(=O)(=O)NC2c3cccc4cccc(c34)C2Sc2n[nH]c(N)n2)cc1 (stereo unspecified)	9	-5	i	-31	i	11	-3	0	-8
40	Cc1cc(Br)ccc1NC(=O)CN(C)C(=O)CCSc1ccc(F)cc1	1	-1	i	8	i	4	5	21	0
41	CCOc1ccccc1NC(=O)CSc1nnc(-c2cnccn2)n1C	-5	-4	i	-6	i	1	4	-13	-2
42	COc1ccc(-c2nn(-c3ccccc3)cc2/C=C/C(=O)OCC(=O)Nc2ccccc2C#N)cc1	11	4	x	0	i	-2	-1	2	6
43	Cc1ccc(-c2nc(C#N)c(NCCCn3ccnc3)o2)cc1	-15	-6	x	-2	i	-7	1	2	2
44	CCN1CCN(C(=O)c2ccc(C)c(S(=O)(=O)Nc3cccc(C)c3)c2)CC1	4	2	i	-4	i	5	-4	10	-4
45	COc1cc(CNc2ccc3[nH]c(=O)[nH]c3c2)ccc1OCc1ccc(F)cc1Cl	15	2	i	-3	i	2	-1	-1	2
46	CCOC(=O)C1CCCN(Cc2cccc(Cl)c2)C1 (stereo unspecified)	16	2	i	0	i	-3	1	-15	2
47	O=C(CSc1nc2ccccc2s1)N1CCOCC1	-23	-2	i	-6	i	-7	3	11	-2
48	COc1ccc(N/C(N)=N/c2nc(CSc3nnc(C)s3)cc(=O)[nH]2)cc1	3	-3	i	-3	i	-5	-2	-7	-8
49	CCn1c(SCC(=O)Nc2ccc(C(C)=O)cc2)nc2ccccc21	-18	5	i	-1	i	-3	0	-7	2
50	CN1CCN(S(=O)(=O)c2cc([N+](=O)[O-])ccc2N2CCCCCC2)CC1	-19	-4	i	4	i	8	0	2	4
51	CCN(CC)C(=O)CSc1nnc(COc2ccccc2)n1CC	23	1	i	-7	i	-5	3	-18	-5
52	CCCC(=O)Nc1c2c(nn1-c1cccc(Cl)c1)CS(=O)(=O)C2	13	2	i	-2	i	-1	0	8	-2
53	COc1cccc(=O)c2c(C)n(C)c(C)c12	5	-2	i	-9	i	6	-13	21	0
54	O=C(C(O)c1ccc(Br)cc1)N1CCC(Nc2ccc3[nH]ncc3c2)CC1 (stereo unspecified)	6	-3	x	-24	i	-4	4	14	0
55	CC(=O)N(CCCN(C)C)CCC(C)CCC=C(C)C (stereo unspecified)	1	1	i	-7	i	-1	-2	4	1
56	CC(C)(C)NC(=O)CCn1nc(-c2ccc(Cl)cc2)c2ccccc2c1=O	12	0	i	-4	i	-4	-2	-5	4
57	Cc1cccc(N2C(=O)N3[C@H](c4ccc(Cl)cc4)[C@@H]4C(=O)N(C5CCCCC5)C(=O)[C@@H]4[C@]3(Cc3ccc(Cl)cc3)C2=O)c1	22	1	i	94*	i	22	18	5	4
58	COc1ccc(Nc2nc(NCc3ccco3)nc(N3CCOCC3)n2)cc1	16	4	i	7	i	-9	2	0	1

Screens (PubChem)
